Myeloid diff 2: promotes myeloid progenitor differentiation | ER-HoxA9 myeloid progenitors, lysozyme-GFP differentiation, flow cytometry | calls only at 10 µM | hit rate 1% among 360,000 | AID 624256;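 active = normalized GFP-positive differentiation at or above the plate's own cutoff, the solvent-only control mean plus 3 SD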;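 also: cells exposed to compound for four days before flow analysis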
UTI89 phage lysis: inhibition of K1F phage lysis, E. coli UTI89, bacterial capsule biogenesis inhibitors, alamar blue (AID 488966). E. coli UTI89 K1F phage lysis, alamar blue, 2 h; higher % means a stronger effect. inhibition, % at 100 µM, or IC50 in µM where a hit was titrated. hit rate 0.02% among 340,000;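 active = phage lysis inhibition, versus mean bacterial control, above a set limit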;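 also: capsule biogenesis inhibitors block K1F phage lysis so surviving cells raise fluorescence; higher fluorescence means more inhibition of phage lysis; actives were called in the ten point dose series up to 300 µM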
PhoP inhibition: PhoP-dependent GFP reporter repression – Salmonella Typhimurium, primary screen (AID 1863); S. Typhimurium PhoP-regulated promoter GFP reporter, 4 h; higher % means a stronger effect; inhibition, % at 50 µM; hits with a dose series show IC50 in µM; hit rate 0.16% among 300,000;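 active = inhibition over 29.93%, a cutoff 3 SD above the screen mean, later confirmed by dose response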;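 also: 0% = low Mg2+ inducing control and 100% = high Mg2+ repressing control; strong numbers were not always called active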
T cell modulator: T cell immune modulators affecting CD8 T cell-vesicle binding. 2C CD8+ T cell-vesicle binding, flow cytometry; hits give low values. calls only at 7 µM. hit rate 0.068% among 330,000. AID 2052;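 active = response, share of CD8 T cells binding vesicles, and their 90th percentile fluorescence all below set limits, cut at about 80% in these data, passing the limit was not always enough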
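Test system: purified 2C TCR transgenic mouse naive CD8+ T cells. Probe or stimulus: QL9-peptide-loaded Drosophila micro-vesicles bearing Ld, ICAM-1 and B7-1. Incubation: binding step 1.5 h, 37 °C, antibody labelling 20 min, ice. Measured by: flow cytometry of vesicle-bound cells.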
MgcRacGAP inhibition: MgcRacGAP GTPase-activating activity inhibitors, confirmation, biochemical, ADP Hunter fluorescence; MgcRacGAP-stimulated Rac1 GTP hydrolysis, ADP Hunter fluorescence; higher % means a stronger effect; GST-tagged Rac1 F28L mutant substrate; hit rate 0.6% among 340,000; inhibition, % at 30 µM; hits with a dose series show IC50 in µM;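 active = first-screen hits whose inhibition reached a set limit at any dose in the follow-up dose series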;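 also: fluorescence reports GDP produced by GAP-driven GTP hydrolysis; strong numbers were not always called active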
Large T inhibition: TAg ATPase/helicase activity blockers – biochemical (AID 1903). SV40 large T antigen ATPase/helicase inhibition assay; higher % means a stronger effect. one-dose inhibition, % at 20 µM; IC50 in µM for titrated hits. hit rate 0.39% among 310,000; in the data active = a potency from the dose series; also: strong numbers were not always called active
NTR1 ag: agonists of NTR1, primary screen, imaging, U2OS cells, beta-arrestin-GFP, high content (AID 493036). NTR1-U2OS beta-arrestin-GFP spot imaging, agonist mode. hit rate 0.17% among 330,000. P30989. activation, % at 20 µM;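 active = activation at or above 40% of the spot to cytoplasm intensity ratio, with at least 20 cells analyzed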;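 also: 0% = DMSO without peptide and 100% = 100 nM NTR1 peptide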
Target sequence (P30989 whole entry, looked up): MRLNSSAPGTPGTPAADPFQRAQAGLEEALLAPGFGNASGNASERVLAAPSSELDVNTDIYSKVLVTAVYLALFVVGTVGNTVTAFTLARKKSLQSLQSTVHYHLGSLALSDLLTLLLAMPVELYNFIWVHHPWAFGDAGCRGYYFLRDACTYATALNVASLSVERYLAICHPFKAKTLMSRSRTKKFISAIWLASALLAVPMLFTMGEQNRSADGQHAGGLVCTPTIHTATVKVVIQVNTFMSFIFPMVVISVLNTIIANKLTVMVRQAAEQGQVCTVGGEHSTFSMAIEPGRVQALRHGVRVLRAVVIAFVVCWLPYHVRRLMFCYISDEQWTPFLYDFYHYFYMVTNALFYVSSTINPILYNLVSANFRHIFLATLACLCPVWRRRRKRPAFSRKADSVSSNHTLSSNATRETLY
TNAP activation fold: stimulation of alkaline phosphatase TNAP activity – biochemical, luminescent, no phosphate acceptor, uHTS, primary screen (AID 1001); purified TNAP, luminescent activation assay, no phosphate acceptor; higher activation fold means a stronger effect; activation fold at 20 µM, or EC50 in µM where a hit was titrated; hit rate 0.03% among 200,000; in the data active = activation fold from about 3, or a potency from the dose series; inactive = the rest, 99 in 100 with activation fold below about 1.6; also: many of its hits are not listed in these tables
RSV CPE inhibition: inhibition of RSV-induced cytopathic effect – HEp-2 cells, primary 10 µM value included (AID 2391); HEp-2 cells, RSV-induced CPE inhibition; higher % means a stronger effect; one-dose CPE inhibition, % at 10 µM; IC50 in µM for titrated hits; hit rate 0.13% among 310,000; in the data active = a potency from the dose series; also: strong numbers were not always called active
T cell modulator vesicle-bound %: second read-out of T cell modulator, no call of its own (marks repeat the call); double positive events, %; measured here: CD8+ vesicle-bound cell fraction;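 binding gate set so that unloaded-vesicle control wells show 10% double positive cells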
NTR1 ag cell count 20 µM: further read-out of NTR1 ag, marked with its call; cell count; measured here: cell count, cytotoxicity flag
Myeloid diff 2 GFP+ MAC1+ %: further read-out of Myeloid diff 2, marked with its call; GFP+ MAC1+ double positive, %; measured here: differentiation confirmed by MAC1 staining
Active calls of the source: *; [ ] = another dose, or the depositor's remark.

Screening COc1ccc(-c2cc(C(=O)N3CCCCCC3)c3ccccc3n2)c(OC)c1 returned Myeloid diff 2 active, UTI89 phage lysis -0.1%, PhoP inhibition 1%, T cell modulator inactive, MgcRacGAP inhibition 11%, Large T inhibition 10%, NTR1 ag 2.4, RSV CPE inhibition 28µM*, T cell modulator vesicle-bound % 62, NTR1 ag cell count 20 µM 67 and Myeloid diff 2 GFP+ MAC1+ % 2.4*.
COc1ccccc1NS(=O)(=O)c1ccc(C(=O)N2CCCC(C)C2)cc1 (stereo not given) was read as Myeloid diff 2 inactive, UTI89 phage lysis 0.0%, PhoP inhibition -1%, T cell modulator inactive, MgcRacGAP inhibition 6%, Large T inhibition 15%, NTR1 ag 1.2, RSV CPE inhibition 17%, T cell modulator vesicle-bound % 48, NTR1 ag cell count 20 µM 52 and Myeloid diff 2 GFP+ MAC1+ % 3.9.
COc1ccc(N2CCN(Cc3nnc(-c4ccccc4)o3)CC2)cc1 was read as Myeloid diff 2 inactive, UTI89 phage lysis -0.4%, PhoP inhibition -1%, T cell modulator inactive, MgcRacGAP inhibition 9%, Large T inhibition 21%, NTR1 ag -0.6, TNAP activation fold 0.9, RSV CPE inhibition 2.4%, T cell modulator vesicle-bound % 59, NTR1 ag cell count 20 µM 67 and Myeloid diff 2 GFP+ MAC1+ % 0.5.
Screening CCn1c(=S)sc2c(=O)n(CC(=O)Nc3ccccc3)c(C)nc21 returned Myeloid diff 2 inactive, UTI89 phage lysis 0.1%, PhoP inhibition 0%, T cell modulator inactive, MgcRacGAP inhibition 7%, Large T inhibition 20%, NTR1 ag 3.5, RSV CPE inhibition 8.2%, T cell modulator vesicle-bound % 40, NTR1 ag cell count 20 µM 60 and Myeloid diff 2 GFP+ MAC1+ % 1.2.
Screening O=c1c(Cl)c(Cl)cnn1Cc1ccccc1Cl returned PhoP inhibition 39%, T cell modulator inactive, Large T inhibition 7%, TNAP activation fold 1.1, RSV CPE inhibition -2.5% and T cell modulator vesicle-bound % 41.
`CN(C(=O)COC(=O)c1n[nH]c2ccccc12)C1CCS(=O)(=O)C1` (stereo not given) gave Myeloid diff 2 inactive, UTI89 phage lysis 1.1%, PhoP inhibition 3%, T cell modulator inactive, MgcRacGAP inhibition 0%, Large T inhibition 4%, NTR1 ag -0.2, TNAP activation fold 0.6, RSV CPE inhibition 0.9%, T cell modulator vesicle-bound % 26, NTR1 ag cell count 20 µM 65 and Myeloid diff 2 GFP+ MAC1+ % 0.9.
`N#Cc1ccccc1N1CCN(C(=O)c2ccc(NC(=O)c3ccc(Br)o3)cc2)CC1` gave Myeloid diff 2 inactive, UTI89 phage lysis 0.1%, PhoP inhibition -5%, T cell modulator inactive, MgcRacGAP inhibition 9%, Large T inhibition 16%, NTR1 ag -0.7, RSV CPE inhibition 0.8%, T cell modulator vesicle-bound % 12, NTR1 ag cell count 20 µM 90 and Myeloid diff 2 GFP+ MAC1+ % 0.7.
Screening COc1cccc(N/C=C/C(=O)c2ccc(Cl)cc2)c1 returned Myeloid diff 2 inactive, UTI89 phage lysis -0.2%, PhoP inhibition -3%, T cell modulator inactive, MgcRacGAP inhibition 5%, Large T inhibition 18%, TNAP activation fold 1, RSV CPE inhibition -0.6%, T cell modulator vesicle-bound % 39 and Myeloid diff 2 GFP+ MAC1+ % 0.4.
For Cn1cnc([N+](=O)[O-])c1NC(C)(C)C the results were Myeloid diff 2 inactive, UTI89 phage lysis 3.2%[50 µM], PhoP inhibition -7%, T cell modulator inactive, MgcRacGAP inhibition 12%, Large T inhibition 8%, NTR1 ag 0.8, TNAP activation fold 1.2, RSV CPE inhibition 0.1%, T cell modulator vesicle-bound % 37, NTR1 ag cell count 20 µM 55 and Myeloid diff 2 GFP+ MAC1+ % 1.3.
Screening Cc1c(Br)c([N+](=O)[O-])nn1CC(=O)Nc1sc2c(c1C(=O)OC(C)C)CCCC2 returned Myeloid diff 2 inactive, UTI89 phage lysis 0.2%, PhoP inhibition 0%, T cell modulator inactive, MgcRacGAP inhibition -1%, Large T inhibition 9%, NTR1 ag -0.3, TNAP activation fold 1.1, RSV CPE inhibition 2.6%, T cell modulator vesicle-bound % 26, NTR1 ag cell count 20 µM 93 and Myeloid diff 2 GFP+ MAC1+ % 0.8.
CC(C)(C)CC(=O)O/N=C(\N)c1ccncc1 was read as Myeloid diff 2 inactive, UTI89 phage lysis 0.3%, PhoP inhibition 8%, T cell modulator inactive, MgcRacGAP inhibition 3%, Large T inhibition 1%, NTR1 ag 2.7, TNAP activation fold 1.1, RSV CPE inhibition 2.5%, T cell modulator vesicle-bound % 41, NTR1 ag cell count 20 µM 63 and Myeloid diff 2 GFP+ MAC1+ % 1.1.
For C[C@H]1CN([C@@H](C)CO)C(=O)c2cccc(NC(=O)C3CC3)c2O[C@H]1CN(C)C(=O)Nc1ccc2c(c1)OCO2 the results were Myeloid diff 2 inactive, UTI89 phage lysis -0.3%, T cell modulator inactive, MgcRacGAP inhibition 5%, NTR1 ag -2.7, T cell modulator vesicle-bound % 5, NTR1 ag cell count 20 µM 60 and Myeloid diff 2 GFP+ MAC1+ % 0.5.
`CCOC(=O)N1CCN(C(=O)c2cc3c(ccc4ccccc43)oc2=O)CC1` gave Myeloid diff 2 inactive, UTI89 phage lysis 0.0%, PhoP inhibition 4%, T cell modulator inactive, MgcRacGAP inhibition 6%, Large T inhibition 5%, NTR1 ag 4.3, TNAP activation fold 1.1, RSV CPE inhibition 1.3%, T cell modulator vesicle-bound % 40, NTR1 ag cell count 20 µM 66 and Myeloid diff 2 GFP+ MAC1+ % 2.2.
For COc1ccc(N2C(=NC(=O)CCCc3ccccc3)SC3CS(=O)(=O)CC32)cc1 (stereo not given) the results were Myeloid diff 2 inactive, UTI89 phage lysis 0.3%, PhoP inhibition -8%, T cell modulator inactive, MgcRacGAP inhibition -1%, Large T inhibition 7%, NTR1 ag 0.4, RSV CPE inhibition 2.3%, T cell modulator vesicle-bound % 26, NTR1 ag cell count 20 µM 68 and Myeloid diff 2 GFP+ MAC1+ % 1.0.
CCOC(=O)N1CCC(Nc2ncnc3c2cnn3-c2ccc(C)cc2C)CC1 was read as Myeloid diff 2 inactive, UTI89 phage lysis -3.0%, PhoP inhibition 5%, T cell modulator inactive, MgcRacGAP inhibition 1%, Large T inhibition 0%, NTR1 ag 1.0, TNAP activation fold 1.1, RSV CPE inhibition 5.2%, T cell modulator vesicle-bound % 44, NTR1 ag cell count 20 µM 53 and Myeloid diff 2 GFP+ MAC1+ % 5.3.
For CC1CCC/C(=C(\C#N)c2nc(-c3cc4ccccc4oc3=O)cs2)C1 (stereo not given) the results were Myeloid diff 2 inactive, UTI89 phage lysis 3.8%, PhoP inhibition -18%, T cell modulator inactive, MgcRacGAP inhibition 7%, Large T inhibition 2%, NTR1 ag 7.3, TNAP activation fold 1, RSV CPE inhibition 4.1%, T cell modulator vesicle-bound % 48, NTR1 ag cell count 20 µM 73 and Myeloid diff 2 GFP+ MAC1+ % 0.8.
`CCCCC(CC)Cn1c(N)c(C#N)c2nc3ccccc3nc21` (stereo not given) gave Myeloid diff 2 inactive, UTI89 phage lysis 0.4%, PhoP inhibition -12%, T cell modulator inactive, MgcRacGAP inhibition 4%, Large T inhibition -9%, NTR1 ag 24, TNAP activation fold 1.2, RSV CPE inhibition -0.1%, T cell modulator vesicle-bound % 46, NTR1 ag cell count 20 µM 71 and Myeloid diff 2 GFP+ MAC1+ % 7.4.
CC(CCc1ccc(O)cc1)NC(c1ccccc1)c1ccc(Cl)cc1 (stereo not given) was read as UTI89 phage lysis -0.3%, PhoP inhibition 0%, T cell modulator inactive, MgcRacGAP inhibition 9%, Large T inhibition 6%, NTR1 ag 12, RSV CPE inhibition 12µM*, T cell modulator vesicle-bound % 50 and NTR1 ag cell count 20 µM 52.
`N#C/C(=C\c1ccccc1)C(=O)N1CCC(C(N)=O)CC1` gave Myeloid diff 2 inactive, UTI89 phage lysis 0.1%, PhoP inhibition 2%, T cell modulator inactive, MgcRacGAP inhibition 11%, Large T inhibition 0%, NTR1 ag 0.8, RSV CPE inhibition 0.7%, T cell modulator vesicle-bound % 20, NTR1 ag cell count 20 µM 39 and Myeloid diff 2 GFP+ MAC1+ % 2.3.
Cc1cccc(C(=O)NCCc2n[nH]c(=S)n2C)c1 was read as Myeloid diff 2 inactive, UTI89 phage lysis 1.4%[50 µM], PhoP inhibition 0%, T cell modulator inactive, MgcRacGAP inhibition 11%, Large T inhibition 11%, NTR1 ag -0.3, TNAP activation fold 1, RSV CPE inhibition 0.7%, T cell modulator vesicle-bound % 6, NTR1 ag cell count 20 µM 71 and Myeloid diff 2 GFP+ MAC1+ % 0.6.
`COc1ccc2c(c1)O/C(=C\c1ccccc1O)C2=O` gave Myeloid diff 2 inactive, T cell modulator inactive, Large T inhibition 7%, NTR1 ag 5.2, RSV CPE inhibition 1.0%, T cell modulator vesicle-bound % 32, NTR1 ag cell count 20 µM 47 and Myeloid diff 2 GFP+ MAC1+ % 0.3.
Screening CC(C)(C)c1cnnn1-c1ccc([N+](=O)[O-])cc1 returned Myeloid diff 2 inactive, UTI89 phage lysis 0.3%, PhoP inhibition -7%, T cell modulator inactive, MgcRacGAP inhibition -3%, Large T inhibition 3%, NTR1 ag -0.8, TNAP activation fold 1.2, RSV CPE inhibition 0.1%, T cell modulator vesicle-bound % 2, NTR1 ag cell count 20 µM 47 and Myeloid diff 2 GFP+ MAC1+ % 1.2.

2 entries drawn at random from the list so far:
Screening CC(C)(C)c1cnnn1-c1ccc([N+](=O)[O-])cc1 returned Myeloid diff 2 inactive, UTI89 phage lysis 0.3%, PhoP inhibition -7%, T cell modulator inactive, MgcRacGAP inhibition -3%, Large T inhibition 3%, NTR1 ag -0.8, TNAP activation fold 1.2, RSV CPE inhibition 0.1%, T cell modulator vesicle-bound % 2, NTR1 ag cell count 20 µM 47 and Myeloid diff 2 GFP+ MAC1+ % 1.2.
`N#C/C(=C\c1ccccc1)C(=O)N1CCC(C(N)=O)CC1` gave Myeloid diff 2 inactive, UTI89 phage lysis 0.1%, PhoP inhibition 2%, T cell modulator inactive, MgcRacGAP inhibition 11%, Large T inhibition 0%, NTR1 ag 0.8, RSV CPE inhibition 0.7%, T cell modulator vesicle-bound % 20, NTR1 ag cell count 20 µM 39 and Myeloid diff 2 GFP+ MAC1+ % 2.3.

From PubChem
